STK33 kinase inh = inhibitors of purified STK33 kinase, primary screen, biochemical, ADP-Glo luminescence, homogeneous, cell-free | inhibition, % at 10 µM | MBP phosphorylation | 320,000 tested, 0.073% active | Serine/threonine-protein kinase 33 (Homo sapiens), Q9BYT3 | AID 2661, 2010;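 active = inhibition at or above 25%, using the most active replicate where run in duplicate; inactive = inhibition below 25%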
KCNQ2 block = KCNQ2 potassium channel inhibitors, primary screen, cell-based, CHO-K1, FluxOR thallium flux, B-score (AID 2156) | Potassium voltage-gated channel subfamily KQT member 2 (Rattus norvegicus), O88943 | 20 min; hits give low values | B-score at 10 µM | 310,000 tested, 1.1% active;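 active = fluorescence ratio B-score at most minus 3 library SDs, with starting brightness B-score within 2 library SDs, cut at about -5.5 in these data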
Target sequence (O88943 whole entry, looked up): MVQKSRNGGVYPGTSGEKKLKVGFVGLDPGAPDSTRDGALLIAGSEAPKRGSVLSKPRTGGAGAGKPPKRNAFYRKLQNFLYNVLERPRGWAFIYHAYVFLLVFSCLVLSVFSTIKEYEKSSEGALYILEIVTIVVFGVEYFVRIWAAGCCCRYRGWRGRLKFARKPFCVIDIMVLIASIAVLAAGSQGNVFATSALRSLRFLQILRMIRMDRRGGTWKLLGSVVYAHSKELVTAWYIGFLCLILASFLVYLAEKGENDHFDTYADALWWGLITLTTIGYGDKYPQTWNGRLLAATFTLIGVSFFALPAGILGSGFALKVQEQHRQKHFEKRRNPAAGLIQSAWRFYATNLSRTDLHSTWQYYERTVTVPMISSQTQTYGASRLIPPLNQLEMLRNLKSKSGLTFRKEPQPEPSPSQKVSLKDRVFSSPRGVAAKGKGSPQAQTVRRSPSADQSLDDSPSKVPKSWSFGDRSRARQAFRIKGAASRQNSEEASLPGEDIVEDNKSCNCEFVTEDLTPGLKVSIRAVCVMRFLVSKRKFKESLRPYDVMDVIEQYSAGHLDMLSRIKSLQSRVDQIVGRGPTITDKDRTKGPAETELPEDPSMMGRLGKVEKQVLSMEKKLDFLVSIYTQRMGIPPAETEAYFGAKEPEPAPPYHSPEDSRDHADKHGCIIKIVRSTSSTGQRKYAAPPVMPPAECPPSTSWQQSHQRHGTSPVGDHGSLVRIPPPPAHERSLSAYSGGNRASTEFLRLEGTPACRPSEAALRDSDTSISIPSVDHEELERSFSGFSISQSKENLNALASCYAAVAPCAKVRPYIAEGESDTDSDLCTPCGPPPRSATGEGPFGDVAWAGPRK
OX1R antag = antagonists of human orexin 1 receptor (OX1R). Orexin/Hypocretin receptor type 1 (Homo sapiens), O43613. OX1R-expressing cells, FRET antagonist read-out. inhibition, % at 6.6 µM. 330,000 tested, 1.8% active. AID 485270, 2010; in the data active = inhibition mostly above about 38%, no sharp cut-off; inactive = mostly below about 40%;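 also: 0% = agonist challenge alone and 100% = reference antagonist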
Starred values were filed as active, the others as inactive; i = inactive; x = not tested or not shown.

SMILES	STK33 kinase inh	KCNQ2 block	OX1R antag
COCCCNC(=O)c1ccc(N(C)S(=O)(=O)c2ccc(OC)cc2)cc1	-0.3	i	31
CC(=O)NC(C(=O)N1CCC(c2nc3ccccc3s2)CC1)C(C)C (stereo not given)	-0.6	i	-3
Cc1ccc(CNC(=O)C2CCC(=O)N(CCc3ccc(Cl)cc3)C2)s1 (stereo not given)	-2.0	i	16
CC1(C)CN(c2ccc(N3CC(C)(C)C3=O)cc2)C1=O	-1.5	i	7
O=C1OCc2cc(-n3cccc3)ccc21	1.3	i	1
COc1ccc(S(=O)(=O)N2CCOC23CCN(C(=O)c2ccccc2Br)CC3)cc1	1.4	i	12
CC1=C(C(=O)N2CCCC(C(=O)c3cccc(C(F)(F)F)c3)C2)OCCO1 (stereo not given)	-1.4	i	13
O=C(Cc1c(C(=O)O)[nH]c2ccccc12)Nc1ccc2c(c1)OCO2	0.7	i	12
CC(=O)c1nn(-c2ccccc2)cc1C(=O)c1ccc(Br)cc1	-0.3	i	11
Cn1cnnc1SCC(=O)NCc1cccc(C(F)(F)F)c1	-1.4	i	6
CCN(CC(=O)NCc1ccc(F)cc1)C(=O)c1cccnc1SC	0.3	i	-3
COC(=O)c1cn(CCOc2ccccc2F)c2ccccc12	-0.7	i	17
O=C1CCC([N+](=O)[O-])C(c2cccc3ccccc23)N1 (stereo not given)	-1.1	i	5
COCC(C)NC(=O)CCSc1nc(-c2ccc(OC)cc2)cc(C(F)(F)F)n1 (stereo not given)	0.0	i	34
CSc1nc2c(c(=O)[nH]1)C(c1ccncc1)C(C(=O)OC(C)C)=C(C)N2 (stereo not given)	-1.6	i	27
COc1ccc(CCNC(=O)C(=O)NCCC2CCCCN2S(=O)(=O)c2ccccc2)cc1 (stereo not given)	x	i	24
CC(=O)c1cccc(NC(=O)CCOc2ccccc2)c1	-0.4	i	20
CCNc1cc(Cl)nc(SC)n1	-1.8	i	8
Cc1ccc(CNS(=O)(=O)c2c(C)n(C)c(=O)n(C)c2=O)cc1	-0.8	i	-5
CCOC(=O)C(=CNc1ccc(NC2=NCC(C)(C)S2)cc1)C(=O)OCC	-0.3	i	-5
C[C@@H](C(=O)NC1CCCC1)N1C(=O)N2CCc3c([nH]c4ccccc34)[C@@]2(C)C1=O	0.0	i	18
COC(=O)COc1ccc(C2NC(=O)NC(c3ccccc3)=C2C(C)=O)cc1OC (stereo not given)	0.4	i	9
O=C(COC(=O)c1n[nH]c2ccccc12)Nc1ccc(Cl)cc1[N+](=O)[O-]	0.2	i	46
CC(C)CC(NC(N)=O)C(=O)Nc1ccc(Cl)c(Cl)c1 (stereo not given)	-1.3	i	10
Cc1c(NC(=O)CSCc2ccc(Br)cc2)c(=O)n(-c2ccccc2)n1C	0.2	i	14
Cc1cccc(OCC(=O)OCC(=O)c2c(N)n(C)c(=O)n(C)c2=O)c1C	-0.9	i	2
O=C(c1ccc2c(c1)OCO2)N1CCC2(CC1)Oc1ccc(F)cc1C(=O)C21CC(c2ccc(Cl)cc2)=NO1 (stereo not given)	-0.2	i	21
CC(C)NC(=O)C1CC(=O)N(c2ccc(F)c(Cl)c2)C1 (stereo not given)	-0.1	i	15
CCOC(=O)c1cnc(Nc2nc3ccccc3o2)nc1CSc1ncccn1	-1.1	i	14
O=C1CCCC/C1=C\Nc1ccc(O)cc1	9.4	i	21

Another view of part of the listing above.
> O=C(COC(=O)c1n[nH]c2ccccc12)Nc1ccc(Cl)cc1[N+](=O)[O-]
- STK33 kinase inh = 0.2
- KCNQ2 block = i
- OX1R antag = 46

> C[C@@H](C(=O)NC1CCCC1)N1C(=O)N2CCc3c([nH]c4ccccc34)[C@@]2(C)C1=O
- STK33 kinase inh = 0.0
- KCNQ2 block = i
- OX1R antag = 18

Other records follow:
SMILES	STK33 kinase inh	KCNQ2 block	OX1R antag
Cc1c(CC(=O)O)c(=O)oc2cc3occ(-c4ccccc4)c3cc12	-0.9	i	16
CC(C)c1ccc(/C=C2\SC(=O)N(CC(=O)NCCCn3ccnc3)C2=O)cc1	-1.8	i	12
CC(=O)c1cnc2sccn2c1=O	-0.1	i	10
Cc1ccc(-c2nnc(N3CCN(C(=O)COc4cccc(C)c4)CC3)c3ccccc23)cc1	-1.8	i	26
CCN(CC)C(=O)CSc1nc2ccccc2o1	0.7	i	31
O=C(NCCN1CCOCC1)c1nn2c(c1Cl)NC(c1ccccc1)CC2C(F)(F)F (stereo not given)	-0.3	i	6
COCC(O)CSc1nc(C)[nH]c1[N+](=O)[O-] (stereo not given)	-1.3	i	17
C=CCn1c(CCC(O)COCCCCC)n[nH]c1=S (stereo not given)	-0.9	i	6
Cc1ccc(N2C(=O)NC(NC(=O)c3ccc(Cl)cc3)(C(F)(F)F)C2=O)cc1 (stereo not given)	-1.3	i	20
Cc1ccsc1/C=C/c1n[nH]c(=O)c(C#N)c1C	-0.7	i	27
O=C(COC(=O)[C@H](Cc1ccccc1)N1C(=O)c2ccccc2C1=O)Nc1ccc2c(c1)OCO2	1.9	i	37
COc1ccc(Cl)cc1NC(=O)CSc1nnc(COc2ccccc2)n1C	-1.7	i	17
CCCCc1cc(=O)oc2cc(C)cc(OC(C)C(=O)NCC3CCC(C(=O)O)CC3)c12 (stereo not given)	-1.2	i	18
COc1ccccc1NC(=O)C1=C(C)Nc2nnnn2C1c1cccc(C)c1 (stereo not given)	-1.0	i	-3
COC(=O)C1=C[C@@H](C(=O)OC)[C@@H]2C3=C(C(=O)[C@]2(C)NC(=O)c2ccccc2)[C@H](C)n2c(=O)n(C)c(=O)n2[C@@H]3C1	0.0	i	12

6 consecutive compounds already listed, for reference:
SMILES	STK33 kinase inh	KCNQ2 block	OX1R antag
Cc1c(CC(=O)O)c(=O)oc2cc3occ(-c4ccccc4)c3cc12	-0.9	i	16
CC(C)c1ccc(/C=C2\SC(=O)N(CC(=O)NCCCn3ccnc3)C2=O)cc1	-1.8	i	12
CC(=O)c1cnc2sccn2c1=O	-0.1	i	10
Cc1ccc(-c2nnc(N3CCN(C(=O)COc4cccc(C)c4)CC3)c3ccccc23)cc1	-1.8	i	26
CCN(CC)C(=O)CSc1nc2ccccc2o1	0.7	i	31
O=C(NCCN1CCOCC1)c1nn2c(c1Cl)NC(c1ccccc1)CC2C(F)(F)F (stereo not given)	-0.3	i	6

Next structures.
SMILES	STK33 kinase inh	KCNQ2 block	OX1R antag
Cc1nc(NC(=O)c2oc3ccccc3c2C)sc1C(=O)N(C)C	-0.1	i	54*
O=C1C=C(Nc2ccccc2)CC(c2ccccc2)C1 (stereo not given)	-0.5	i	24
O=C(CCC(=O)N1CCOc2ccccc21)NCCN1CCOCC1	-0.8	i	5
CC(C)(C)OC(=O)NCCc1nnc(SCC(N)=O)o1	-0.7	i	11
CSc1ncccc1C(=O)OCc1ccc(C#N)cc1	0.0	i	30
CCNC(=S)N/N=C/c1ccc(OCC(=O)Nc2ccc(OC)cc2)c(OC)c1	-0.4	i	6
O=C(O)CCN1C(=O)c2ccc(NC(=O)C(c3ccccc3)c3ccccc3)cc2C1=O	-1.9	i	2
COc1ccc(-c2cn[nH]c2-c2ccc(O)cc2O)cc1	5.7	i	-1
CCn1cc(C(=O)OCC(=O)c2cc(C)n(-c3ccccc3F)c2C)c(=O)c2ccc(C)nc21	-0.6	i	10
CC(=O)c1cc(C(=O)Nc2ccccc2C(=O)O)oc1C	0.1	i	11
CCCn1nc(C(=O)Nc2cccc(S(=O)(=O)N(C)c3ccccc3)c2)c2ccccc2c1=O	-2.2	x	8
O=C(Nc1ccc2c(c1)OCCO2)c1ccc(S(=O)(=O)N2CCCCC2)cc1	2.8	i	8
Cc1c(C)n(C)c2ccc(C(=O)NCCCN3CCCCC3)cc12	-0.2	i	19
O=C(Nn1cnnc1)c1ccc([N+](=O)[O-])cc1Cl	-0.6	i	16
Cc1noc(C)c1COC(=O)CCc1nc2ccccc2c(=O)[nH]1	0.2	i	0

Two entries from above, set out differently:
SMILES,STK33 kinase inh,KCNQ2 block,OX1R antag
CCCn1nc(C(=O)Nc2cccc(S(=O)(=O)N(C)c3ccccc3)c2)c2ccccc2c1=O,-2.2,x,8
CC(=O)c1cc(C(=O)Nc2ccccc2C(=O)O)oc1C,0.1,i,11

(further entries)
SMILES	STK33 kinase inh	KCNQ2 block	OX1R antag
Cc1cccc(NC(=O)Nc2ccccn2)c1C	-1.0	i	13
COc1ccc(NC(=O)c2cccc(Cn3cc(Br)c([N+](=O)[O-])n3)c2)c(C)c1	-0.8	i	10
O=C(Nc1cccc(S(=O)(=O)N2CCOCC2)c1)c1ccc(=O)[nH]c1	-1.7	x	1
Cc1c(NC(=O)CSc2nc3ccccc3[nH]2)c(=O)n(-c2ccccc2)n1C	-0.1	i	9
C[C@H](NC(=O)c1nc[nH]c1C(=O)NCCCCCN)C(=O)OCc1ccccc1	0.6	i	22
O=C(Nc1ccc(S(=O)(=O)Nc2ncccn2)cc1)C1=NN(c2ccccc2)C(=O)CC1	-0.9	i	17
O=C(Nc1ccc(OCC(F)(F)C(F)F)cc1)c1ccncc1	x	i	42
CCOc1ccc(Cl)cc1CNCCNCC(C)O (stereo not given)	0.3	i	1
CCN(CC)C(=O)CSc1nc2ccccc2c(=O)n1CCC(=O)NCc1ccc(F)cc1	0.3	i	12
Cc1ccc(-c2cc(-c3cccc(F)c3)n[nH]2)c(O)c1	1.0	i	17
Cc1ccc(-n2nc(C)c(C(=O)O)n2)c(C)c1	-3.6	i	4
CC(C)c1ccc2[nH]c(O)c(N=NC(=O)c3cccc(S(=O)(=O)Nc4ccccc4Cl)c3)c2c1	0.1	i	13
CCS(=O)(=O)Nc1ccc(C(=O)OC)cc1	0.2	i	10
Cc1ccc(NS(=O)(=O)c2ccc3c(c2)n(C)c(=O)c(=O)n3C)c(C)c1	7.8	i	18
CCCCNC(=O)/C(C#N)=C/c1ccc2c(c1)OCCO2	0.0	i	30
O=C(NCC12CC3CC(CC(C3)C1)C2)c1nn2cccnc2c1Cl	-2.7	i	7
Cc1onc(-c2ccccc2)c1C(=O)NCCc1ccc(Cl)cc1	-0.5	i	15
CCCn1c(-c2ccc(OC)cc2)nc2c(=O)n(C)c(=O)[nH]c21	-1.1	i	5
FC(F)(F)c1cc(Sc2ccccc2)nc(-c2ccccn2)n1	-1.4	i	17
Oc1cccc(NC(=S)Nc2ccc(SC(F)F)cc2)c1	-0.4	i	12
Cc1cc(C)c2cc3c(N)c(C(=O)Nc4c(C)[nH]c(=O)[nH]c4=O)sc3nc2c1	0.5	i	9
CCOC(=O)C(CCCCP(=O)(c1ccccc1)c1ccccc1)(NC(C)=O)C(=O)OCC	-0.7	i	0
Cn1c(=O)c2c(nc(-n3ccnc3)n2C)n(C)c1=O	-1.8	i	3
NS(=O)(=O)c1ccc(-c2ccc(C=O)o2)cc1	0.6	i	28
COc1cccc(NS(=O)(=O)c2cc3c(cc2C)N(C(C)=O)CCO3)c1	0.5	i	0
O=S(=O)(Nc1ccon1)c1ccc(F)c(F)c1	0.0	i	2
CC(OC(=O)Cn1cnc2ccccc2c1=O)C(=O)NCc1ccccc1 (stereo not given)	0.2	i	13
CCc1ccccc1NC(=O)CCC(=O)c1cccs1	-0.1	i	25
O=C(CCCn1c(=O)[nH]c2cc(Cl)ccc2c1=O)NCC1CCCO1 (stereo not given)	-4.8	i	7
COc1ccc(OCC(=O)N/N=c2\oc3c(OC)cccc3cc2C(N)=O)cc1	-0.1	i	29
Cc1cccc(C(=O)N2CCN=C2SCc2ccc([N+](=O)[O-])cc2)c1	-0.8	i	37
O=C(O)CC(NC(=O)Cc1ccc([N+](=O)[O-])cc1)c1ccc2c(c1)OCO2 (stereo not given)	-2.8	i	21
Cc1ccc(NC(=O)c2cc(N3C(=O)CCC3=O)ccc2N2CCOCC2)cc1	-0.2	i	19
CNC(=O)c1cc(C(=O)c2ccc(Cl)cc2)c(Br)[nH]1	0.9	i	4
CCC(=O)Nc1cccc(NC(=S)NC(=O)c2cccc(C)c2)c1	1.0	i	21
CC1CCCC(C)N1/N=C/c1ccccc1Br (stereo not given)	-1.3	i	-3
C[C@H](NC(=O)c1nc[nH]c1C(=O)NC1CCNCC1)C(=O)OCc1ccccc1	0.5	x	5
Cc1cc(C)c2c(=O)[nH]c(SCC(=O)Nc3ccccc3)nc2n1	-0.1	i	18
CCOC(=O)c1ccc(NC(=O)Nc2ccc(F)cc2)cc1	-0.3	i	52*
Cc1ccc(C(=O)N/C(=C\c2ccc([N+](=O)[O-])cc2)C(=O)NCCc2ccccc2)cc1	-0.6	i	10
CC(=O)Nc1ccc(S(=O)(=O)N2CCC(C(=O)NCc3ccncc3)CC2)cc1	0.7	i	6
CC(C)CCC1=NN(C(=O)c2ccco2)C(O)(C(F)(F)F)C1 (stereo not given)	-1.0	i	48
O=C(O)c1nc(-c2ccccc2)n(-c2ccc(Cl)cc2)n1	-2.2	i	29
CCO[C@H]1OC(C(=O)NC2CC2)=C[C@@H](c2ccc3c(c2)OCO3)[C@@H]1CCCO	-0.5	i	11
CC(C)N1CCN(Cc2cccn2-c2ccccn2)CC1CCO (stereo not given)	-0.2	i	20

OX1R antag: hit marks shown above.
SMILES	STK33 kinase inh	KCNQ2 block	OX1R antag
Cc1nc(NC(=O)c2oc3ccccc3c2C)sc1C(=O)N(C)C	-0.1	i	54*
CCOC(=O)c1ccc(NC(=O)Nc2ccc(F)cc2)cc1	-0.3	i	52*

Next records follow:
SMILES	STK33 kinase inh	KCNQ2 block	OX1R antag
COCCNC(=O)NC(=O)CSc1nc(C)c(C)c(C)n1	0.0	i	26
CCCCN(C(=O)CSc1nnnn1C)c1c(N)n(Cc2ccccc2)c(=O)[nH]c1=O	0.8	i	7
O=C(NCc1ccccc1)Nc1cccc2ccccc12	-2.5	i	15
COCCn1c(Cc2ccccc2)nnc1SCC(=O)NC(C)C	-2.2	i	10
CCn1c(CCCOc2ccc(Cl)cc2Cl)nnc1SCC(=O)Nc1cc(F)ccc1C	-0.9	i	26
